Screening results deposited in PubChem BioAssay by National Center for Advancing Translational Sciences (NCATS).
BLM inh = qHTS Assay for Inhibitors of Bloom's syndrome helicase (BLM); RecQ-like DNA helicase BLM (Homo sapiens), P54132; recombinant BLM DNA unwinding, fluorescence dequenching; Potency, µM (highest dose often 56.1 µM), for inactives: at the top dose activity change, negative = inhibition, actives largely listed as inhibitors; actives 0.2% (n = 350,000); AID 2528, 2010;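 note: plate controls were vehicle for no effect and no enzyme for full effect; nearly all actives have a fitted effect of over 35% in size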
G9a block = qHTS Assay for Inhibitors of Histone Lysine Methyltransferase G9a. Potency, µM (series often up to 102 µM), inactives show at the top dose activity, negative = inhibition, actives largely listed as inhibitors. AID 504332, 2011. actives 8.8% (n = 350,000). G9a H3K9 monomethylation, AlphaScreen, 2 h; note: % is set by controls: 0 for no effect and ±100 for the full control effect; nearly all actives have a fitted effect of over 75% in size
Target sequence (Q96KQ7 913-1193 limits assumed): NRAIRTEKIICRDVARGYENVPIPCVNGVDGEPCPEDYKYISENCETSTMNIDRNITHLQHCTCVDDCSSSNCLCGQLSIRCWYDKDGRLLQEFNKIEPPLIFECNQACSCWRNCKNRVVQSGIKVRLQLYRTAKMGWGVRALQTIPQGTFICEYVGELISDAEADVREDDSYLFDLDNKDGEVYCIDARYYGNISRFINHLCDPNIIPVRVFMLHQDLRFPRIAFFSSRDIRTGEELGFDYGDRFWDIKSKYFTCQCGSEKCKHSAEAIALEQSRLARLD
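Step 1: enzyme (final 20 nM) with compound, 15 min RT. Step 2: substrate peptide 500 nM and SAM 20 uM, 2 h RT. Step 3: anti-H3K9me1 antibody and AlphaScreen beads, 10 min, then plate read.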
Pol iota inh = qHTS for Inhibitors of Polymerase Iota; DNA polymerase iota (Homo sapiens), Q9UNA4; Pol iota fluorescent replication assay, 10 min; Potency, µM (series often up to 115 µM), inactives show top-dose activity, negative = inhibition, most hits filed as inhibitors; actives 1% (n = 390,000); AID 588590, 2011
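Pol iota at 10 nM preincubated 15 min with compounds at room temperature; reaction started with fluorescent substrate, 50 nM final. Fluorescence read kinetically at 0 and 10 min; buffer-only wells as negative control.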
JMJD2A Tudor = qHTS Assay for Inhibitors of JMJD2A-Tudor Domain. Lysine-specific demethylase 4A (Homo sapiens), O75164. AlphaScreen JMJD2A-Tudor / H3K4me3 peptide binding. Potency, µM (titrated, usually from 114 µM), for inactives: at the highest dose activity change, negative = inhibition, most hits filed as inhibitors. actives 4.4% (n = 390,000). AID 504339, 2011; note: % is set by controls: 0 for no effect and ±100 for the full control effect; nearly all actives have a fitted effect of over 50% in size
APEX1 inh = qHTS Assay for Inhibitors of the Human Apurinic/apyrimidinic Endonuclease 1 (APE1). DNA repair nuclease/redox regulator APEX1 (Homo sapiens), P27695. recombinant APE1, TAMRA/BHQ-2 abasic DNA cleavage fluorescence. Potency, µM (highest dose often 65.8 µM), for inactives: top-dose activity change, negative = inhibition, actives largely listed as inhibitors. actives 0.35% (n = 350,000). AID 2517, 2012;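 note: plate controls were vehicle for no effect and reference inhibitor for full effect; nearly all actives have a fitted effect of over 55% in size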
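Compound pre-exposure to 0.75 nM APE1, 15 min at ambient temperature. Reaction initiated with 50 nM TAMRA/BHQ-2 THF substrate, read immediately in kinetic mode, 525 nm excitation, 598 nm emission.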
POLH inh = qHTS for Inhibitors of Polymerase Eta. recombinant Pol eta, fluorescent DNA replication assay. Potency, µM (doses to about 114 µM), for the others: at the top dose activity change, negative = inhibition, actives largely listed as inhibitors. actives 1.2% (n = 390,000); note: % is set by controls: 0 for no effect and ±100 for the full control effect
Target sequence (Q9Y253 whole entry, looked up): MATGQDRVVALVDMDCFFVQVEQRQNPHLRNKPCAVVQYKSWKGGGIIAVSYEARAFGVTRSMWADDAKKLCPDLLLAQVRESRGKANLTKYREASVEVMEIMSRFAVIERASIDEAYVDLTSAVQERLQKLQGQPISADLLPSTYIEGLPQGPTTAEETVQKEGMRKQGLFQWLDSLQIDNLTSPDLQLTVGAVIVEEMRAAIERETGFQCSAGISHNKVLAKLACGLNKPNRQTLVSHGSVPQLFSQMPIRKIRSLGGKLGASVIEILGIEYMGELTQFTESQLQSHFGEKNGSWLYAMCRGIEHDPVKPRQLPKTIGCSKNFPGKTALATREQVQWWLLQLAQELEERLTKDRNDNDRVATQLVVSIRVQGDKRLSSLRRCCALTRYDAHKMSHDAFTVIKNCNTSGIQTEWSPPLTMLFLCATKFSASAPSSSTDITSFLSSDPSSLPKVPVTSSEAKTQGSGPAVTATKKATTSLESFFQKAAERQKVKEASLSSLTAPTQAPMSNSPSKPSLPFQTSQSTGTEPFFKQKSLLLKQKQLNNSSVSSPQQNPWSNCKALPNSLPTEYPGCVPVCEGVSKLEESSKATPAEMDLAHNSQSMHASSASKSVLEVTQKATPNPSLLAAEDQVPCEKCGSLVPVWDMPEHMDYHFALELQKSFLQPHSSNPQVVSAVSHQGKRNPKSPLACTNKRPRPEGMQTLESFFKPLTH
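Pol eta (10 nM) was preincubated with compounds for 15 min at room temperature, after which fluorescent replication substrate (50 nM final) was added to start the reaction. Fluorescence was read kinetically at 0 and 10 min.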
Pol beta inh = qHTS Assay for Inhibitors of DNA Polymerase Beta; P06746; Pol beta primer extension/strand displacement, fluorescence kinetic; Potency, µM (series often up to 114 µM), for inactives: at the top dose activity change, negative = inhibition, most hits filed as inhibitors; actives 1.3% (n = 340,000); AID 485314, 2010; note: % is set by controls: 0 for no effect and ±100 for the full control effect
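Kinetic readout of DNA synthesis with strand displacement by Pol beta. Compound and 10 nM enzyme sit 15 min at room temperature; 50 nM substrate starts the reaction, read immediately and at 10 min.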
BAZ2B inh = qHTS Assay for Inhibitors of BAZ2B; Bromodomain adjacent to zinc finger domain protein 2B (Homo sapiens), Q9UIF8; AlphaScreen BAZ2B-H3K14Ac peptide displacement; Potency, µM (highest dose often 114 µM), inactives show at the top dose activity change, negative = inhibition, most hits filed as inhibitors; actives 4.4% (n = 360,000); AID 504333, 2011; note: % is set by controls: 0 for no effect and ±100 for the full control effect; nearly all actives have a fitted effect of over 60% in size
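BAZ2B (50 nM) with biotin-H3(5-23)K14Ac peptide (50 nM) in PBS pH 7.4, 0.01% Tween-20, preformed 30 min, then compound 30 min at room temperature; top concentration 110uM. AlphaScreen streptavidin donor/nickel chelate acceptor beads (10 ug/mL final), 20 min dark, signal read.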
POLK inh = qHTS for Inhibitors of Polymerase Kappa. DNA polymerase kappa (Homo sapiens), Q9UBT6. purified Pol kappa, fluorescent DNA synthesis assay, 10 min. Potency, µM (highest dose often 107 µM), for inactives: at the highest dose activity, negative = inhibition, actives largely listed as inhibitors. actives 0.53% (n = 400,000). AID 588579, 2011; note: % is set by controls: 0 for no effect and ±100 for the full control effect
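Readout: fluorescence, taken kinetically at 0 and 10 min. Conditions: 10 nM Pol kappa, 15 min RT compound preincubation, 50 nM substrate final. Controls: enzyme-free buffer wells.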
Numbers without * were called inactive; u = inconclusive; x = no result given; & = joins results of further samples; [ ] = dose if it differs, or a comment. Calls come from the whole dose curve; as a rule, active = well fitted curve in the direction sought with a large enough effect; inconclusive = small, poorly fitted or top-dose-only effect, or another doubt; inactive = no such curve, though single readings can be large; an effect the other way counts as inactive or inconclusive. Potency is the fitted concentration of half-maximal effect. These rows are one share of the data. The share of hits here may be higher or lower than overall.

SMILES	BLM inh	G9a block	Pol iota inh	JMJD2A Tudor	APEX1 inh	POLH inh	Pol beta inh	BAZ2B inh	POLK inh
CCOC(=O)c1cccc(NC(=O)Nc2ccc(OCC)cc2)c1	-1.4%	10.4%	-14.0%	-8.3%	-2.3%	-17.3%	1.8%	-18.1%	4.4%
Cc1cccnc1NC(=O)c1c(O)c2ccccc2n(C)c1=O	2.7%	8.4%[59 µM]	-3.4%	u	2.1%	u	-2.2%	-25.2%	-10.8%
COc1ccc(CCNC(=O)C(=O)c2c[nH]c3ccccc23)cc1OC	-5.1%	x	6.8%	-27.9%	-3.9%	-4.2%	0.4%	-22.8%	4.4%
COc1ccc(S(=O)(=O)Nc2ccc3c(c2)CC(=O)N([C@@H](C)CO)C[C@H](C)[C@@H](CN(C)S(=O)(=O)c2ccc(F)cc2)O3)cc1	x	x	-9.5%	-24.1%	-0.7%	-22.2%	x	x	-2.3%
CC(=O)NC(c1ccco1)c1cc(F)c2cccnc2c1O (stereo not given)	x	-20.0%[12.7 µM]	1.3%	56.2µM*	29.4%&5.0%	-11.2%	x	20µM*	-10.4%
CC(C)[C@H](NC(=O)OCc1ccccc1)C(=O)OCC(=O)Nc1ccc(N2CCOCC2)cc1	x	2.3%[0.501 µM]	35.5%[activator]	-28.8%	1.8%	-17.2%	x	-27.2%	-7.9%
CCC(=O)Nc1nonc1-c1nc2ccccc2n1CCC(C)C	-3.1%	-6.4%	2.7%	19.7%	-4.6%	-4.3%	-1.8%	4.9%	-23.2%
C=CCNc1ncnc2c1ncn2C1OC(CO)C(O)C1O (stereo not given)	-0.3%	4.0%	-6.9%	-12.8%	2.1%	-4.9%	10.8%	-3.1%	-0.6%
Nc1ccc(C(=O)Nc2cccc(NC(=O)c3ccc(N)cc3)c2)cc1	-0.7%	16.4%	53.6%[activator]	u	6.9%	-18.2%	-4.7%	-24.5%	-1.0%
CN(C)S(=O)(=O)c1cccc(NC(=O)c2cc3c(=O)n4ccccc4nc3s2)c1	2.1%	4.3%[59 µM]	1.4%	-7.9%	-6.7%	-5.2%	11.5%	1.0%	-5.4%
CCC(CC)C(=O)NN(C(=O)c1ccncc1)C1CC(=O)N(c2ccccc2)C1=O (stereo not given)	-0.1%	-1.9%	41.2%[activator]	-14.7%	0.8%	-2.7%	-15.7%	4.5%	-3.8%
NNC(=O)c1ccc2ccccc2n1	-1.4%	-1.3%	5.9%	-9.4%	2.6%	27.5%	9.5%	-23.1%	8.2%
COC(CNC(=O)c1cn(C)c2ccc(S(=O)(=O)N(C)C3CCCCC3)cc2c1=O)OC	-2.4%	-5.9%	11.6%	-9.0%	0.8%	-8.3%	1.1%	-5.8%	-0.1%
CC(C)C(=O)NNC(=O)CSc1nnnn1C(C)C	2.7%	-1.3%	26.8%	-17.0%	4.0%	-13.8%	-29.5%	-24.7%	13.5%
Cc1cccc(NC(=O)CSc2nc3ccc(NC(=O)COc4ccccc4F)cc3s2)c1	1.4%	19.5%[59 µM]	-29.0%	u	x	-13.7%	-1.9%	-19.6%	11.6%
CNC(=O)c1ccc(C)c(NC(=O)C2=C(C)OCCS2)c1	1.7%	u	-10.3%	-0.4%	-6.0%	-10.5%	20.7%	7.0%	13.0%
N#Cc1ccccc1S(=O)(=O)N1CCN(C(=O)CN2CCCC2c2cccs2)CC1 (stereo not given)	x	u	14.7%	-21.5%	25.7%	-12.3%	x	-21.0%	2.7%
C/C(=N\Nc1cccc([N+](=O)[O-])c1)c1cc2ccccc2o1	-5.1%	-30.3%	10.0%	-26.1%	-3.0%	-8.4%	21.2%	-24.7%	6.1%
Cc1ccc(Cc2nnc3n(-c4cccc(C)c4)nc(C(=O)c4ccccc4)n3c2=O)cc1	-4.7%	-12.5%[59 µM]	-1.5%	-22.1%	5.2%	-6.2%	14.6%	-5.5%	-6.8%
COC(=O)c1c(SC)nc2ccccc2c1OCc1ccc(C)cc1	-4.4%	94.8%[activator][59 µM]	-4.4%	128.2%[activator]	x	-19.4%	7.7%	197.7%[activator]	-5.8%
CCC(=O)N1CCc2cc(S(=O)(=O)NCCC(=O)NCc3ccc(F)cc3)ccc21	-1.8%	4.6%	29.7%	3.5%	2.5%	0.3%	10.9%	-2.6%	-3.0%
COc1cccc(C(=O)NCC(=O)N/N=C/c2cccc(OC(=O)c3ccc([N+](=O)[O-])cc3)c2)c1	0.7%	18.1%	-1.2%	-16.8%	-1.2%	-3.3%	-3.6%	-4.7%	5.1%
O=C(CCn1cnc2ccccc2c1=O)Nc1cccc(Cl)c1Cl	-3.9%	x	3.0%	-21.7%	1.3%	-5.0%	u	-33.4%	-3.9%
CCN(c1ccccc1)S(=O)(=O)c1ccc(F)cc1	-1.9%	-27.4%[12.7 µM]	-1.0%[58.9 µM]	-0.6%	-10.4%	-10.0%	8.1%	3.8%	-4.5%
Cc1ccc(OCC(=O)Nc2ccccc2Sc2ccc(Cl)cc2)c([N+](=O)[O-])n1	-8.9%	u	9.4%	-27.2%	3.9%	-16.4%	-17.6%[57.1 µM]	-25.3%	-7.9%
COc1ccc(-c2onc3ccc(Br)cc23)cc1	-1.3%	-6.2%	22.0%	-13.0%	0.9%	-9.0%	-0.5%	3.1%	-20.0%
Cc1cccn2c(=O)cc(CSc3nnc(NC(=O)COc4ccc(F)cc4)s3)nc12	-7.1%	6.6%[59 µM]	-18.3%	-3.2%	x	-13.6%	u	-0.8%	-1.4%[60.1 µM]
CS(=O)(=O)c1cccc(C(=O)Nc2ccccc2Cc2ccccc2)c1	0.9%	u	44.5%[activator]	-15.8%	-8.7%	-13.6%	-0.6%	9.3%	-17.0%
CCOC(=O)Cc1csc(NC(=S)NC(=O)c2ccc(Cl)cc2)n1	-1.0%	x	-19.5%	1.5%	7.1%	-17.0%	27.9%	-10.9%	-6.8%
CCN1CCN(c2ncc3c(n2)CCN(Cc2ccc(C)s2)C3)CC1	-7.4%	u	18.8%	79.4µM*	x	-9.1%	10.1%	u	-8.9%[60.1 µM]
CCOC(=O)c1cnc2c(ccc3ccccc32)c1Cl	-3.8%	29.9%	31.4%[activator]	-4.9%	6.8%	-17.0%	15.4%	-0.7%	2.4%
COC(=O)c1nc(-c2ccccc2)oc1N(C)C	-0.7%	-29.2%[59 µM]	3.8%	-17.0%	-4.2%	0.3%	2.0%	-1.5%	-1.3%
Cc1c(CN2CCCC(C)C2)c(O)n(CCO)c(=O)c1C#N (stereo not given)	-5.2%	x	107.9%[activator]	5.8%	2.9%	-13.0%	u	-4.8%	-3.6%
CCCC(=O)Nc1ccc(C(=O)NCc2ccccc2Cl)cc1	2.1%	10.6%[59 µM]	6.4%	-16.5%	-3.1%	7.1%	8.0%	0.9%	-1.1%
COc1ccccc1N1CCN(c2ccc(=O)n(CC(=O)NCc3ccc(OC(C)C)cc3)n2)CC1	-5.3%	-1.9%[59 µM]	5.2%	-16.2%	x	-13.4%	u	-12.3%	-11.1%
O=C(Nn1c(O)c(C=C2N=c3ccccc3=N2)sc1=S)c1cccc(Cl)c1	1.7%	u	-10.6%	-13.9%	-1.5%	-0.7%	30.7%	-5.2%	-23.3%
CC(C)(C)SCCNS(=O)(=O)c1ccc(F)cc1	-2.4%	u	-2.8%	3.7%	3.9%	-7.9%	13.7%	5.5%	-5.8%
CCC(OC(=O)c1nsc(Cl)c1Cl)C(=O)NC(C)(C)C (stereo not given)	-6.4%	15.6%[59 µM]	u	-3.0%	-1.0%	-3.0%	19.4%	-15.2%	-9.2%
CCc1ccccc1N(CC(=O)Nc1cccnc1)S(=O)(=O)c1ccccc1	-3.6%	2.5%[12.7 µM]	21.8%	-20.5%	-14.3%	-26.6%	7.4%	-10.9%	-3.5%
Cn1c(=O)c2sccc2n2c(CCCC(=O)NCc3ccc(F)cc3)nnc12	3.3%	19.1%	58.8%[activator]	-7.8%	20.8%	-22.3%	11.6%	11.0%	9.6%
C=CCOC(=O)Cn1cnc2c(sc3nc(C)cc(C)c32)c1=O	0.8%	-23.4%	45.8%[activator]	-8.8%	62.1%[activator]	2.6%	11.4%	28.9%	-0.6%
CSc1ccc(/C=C/c2nc3ccccc3n2S(=O)(=O)c2ccc(Br)cc2)cc1	-7.3%	0.6%[59 µM]	u	u	x	-8.2%	16.1%	x	-12.0%
O=C1CC(C(=O)Nc2ccc(O)c(C(=O)O)c2)C(c2ccccc2)O1 (stereo not given)	-2.3%	13.8%[59 µM]	u	-30.7%	-10.0%	50.1µM*	-10.4%	2.4%	-13.8%
N#CCSc1ccccc1NC(=O)COC(=O)CCNC(=O)c1ccc([N+](=O)[O-])cc1	x	-2.7%	5.0%	-2.8%	1.8%	-14.2%	x	3.7%	-14.3%

Quoted at random: three entries already listed
SMILES	BLM inh	G9a block	Pol iota inh	JMJD2A Tudor	APEX1 inh	POLH inh	Pol beta inh	BAZ2B inh	POLK inh
CCC(=O)N1CCc2cc(S(=O)(=O)NCCC(=O)NCc3ccc(F)cc3)ccc21	-1.8%	4.6%	29.7%	3.5%	2.5%	0.3%	10.9%	-2.6%	-3.0%
Cc1cccnc1NC(=O)c1c(O)c2ccccc2n(C)c1=O	2.7%	8.4%[59 µM]	-3.4%	u	2.1%	u	-2.2%	-25.2%	-10.8%
CNC(=O)c1ccc(C)c(NC(=O)C2=C(C)OCCS2)c1	1.7%	u	-10.3%	-0.4%	-6.0%	-10.5%	20.7%	7.0%	13.0%
